DAGLB inhibitor: DAGLB lipase inhibitors, primary screen, biochemical, fluorescence, HTS; Diacylglycerol lipase-beta (Homo sapiens), Q8NCG7; HEK293T DAGLB membrane lysate, EnzChek fluorogenic substrate; inhibition, % at 5.17 µM; 0.059% of 340,000 active; AID 504411, 2011; in the data active = inhibition above about 34%;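 also: 0% = enzyme with vehicle and 100% = wells lacking enzyme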
CAL PDZ FP-1: CAL PDZ peptide-binding inhibitors, primary screen, biochemical, fluorescence polarization, Cer-tagged CAL PDZ, HTS | AID 504414, 2011 | inhibition, % at 20 µM | Golgi-associated PDZ and coiled-coil motif-containing protein (Homo sapiens), Q9HD26 | purified CAL PDZ, TMR-peptide fluorescence polarization, 1 h | 0.02% of 330,000 active;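 active = highest replicate inhibition of at least 40%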;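 also: plate controls were DMSO neutral control wells for no effect and unlabeled competitor peptide control wells for full effect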
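Control set: unlabelled peptide and DMSO controls / Material: purified CerCALP PDZ construct / Timing: 1 h incubation at room temperature before polarization reading / Doses: 20 µM, one dose / Detection: fluorescence polarization (mP)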
Cardiac RTF inh: cardiac RTF calcium sensitivity inhibitors, primary screen, biochemical, IANBD-TnC fluorescence, EC70 calcium | Troponin I, cardiac muscle (Homo sapiens) + Troponin T, cardiac muscle (Homo sapiens) + … | IANBD-labeled cardiac RTF, Ca2+ fluorescence | inhibition, % at 7.15 µM | 0.12% of 340,000 active;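 active = inhibition above the mean inhibition of all tested compounds plus 3 SD, cut at about 17% in these data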;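 also: assay run at fixed EC70 calcium of 1.6 mM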
DSG3 Ab inh: inhibitors of pemphigus antibody binding to DSG3, primary screen, biochemical, bead-based, flow cytometry, scFv-GFP | Desmoglein-3 (Homo sapiens), P32926 | DSG3-coupled beads, scFv-anti-DSG3-GFP binding; hits give low values | binding (percent of control), % at 10 µM | 0.48% of 310,000 active | AID 588358, 2011;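 active = binding more than 3 SD below its plate's average and above zero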;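 also: hits lower antibody fragment binding to DSG3; some compounds called inactive have numbers as strong as hits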
V-ATPase pHluor: regulators of yeast V-ATPase proton pumping, primary screen, pHLuorin cytosolic pH fluorescence | S. cerevisiae | response, % at 10 µM | 0.37% of 350,000 active | AID 504577, 2011; in the data active = response mostly above about 7.3%, no sharp cut-off; inactive = mostly below about 5.4%; also: actives read high; inactives centre near 0; some compounds called inactive have numbers as strong as hits
Arr AP2 block: inhibitors of beta-arrestin/AP2 binding, primary screen, biochemical, GPCR trafficking, flow cytometry; AID 504490, 2011; inhibition, % at 10 µM; 0.31% of 340,000 active; FITC-arrestin peptide / GST-AP2 beads; AP2 beta2 appendage carries R879A mutation; beta-arrestin 1 C-terminal peptide binding to AP2 beta2-adaptin appendage (human);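 active = inhibition above a set limit, near 3 SD of compounds lacking own fluorescence, cut at about 54% in these data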;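 also: plate controls were DMSO wells for no effect and 5 µM unlabelled arrestin peptide for full effect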
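Material – AP2 appendage R879A on GSH beads · Buffer or medium – PBS with 0.05% Tween 20 and 0.1% BSA · Probe or stimulus – fluorescein-tagged arrestin peptide at 50 nM final · Incubation – compound with beads 12 min RT, then probe 1 h RT · Detection – high-throughput flow cytometry of beads, ex 488, em 535 nm · Evaluation – percent response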
CAL PDZ FP-2: untagged CAL PDZ binding inhibitors, primary screen, biochemical, fluorescence polarization, HTS | Golgi-associated PDZ and coiled-coil motif-containing protein (Homo sapiens), Q9HD26 | purified CAL PDZ, TMR-peptide fluorescence polarization, 1 h | inhibition, % at 24.9 µM | 0.92% of 300,000 active | AID 602252, 2012;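 active = mean inhibition of at least 30% with at least half of replicates also reaching 30%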;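 also: 0% = DMSO neutral control and 100% = excess unlabeled competitor peptide PRC23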
C-LANA FP: inhibitors of KSHV C-LANA binding to DNA, primary screen, biochemical, fluorescence polarization, FAM-LBS DNA, MBP-C-LANA, single point; Kaposi's sarcoma herpesvirus LANA C-terminal domain (residues 932-1162) DNA binding; 0.078% of 340,000 active; inhibition, % at 9 µM;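 active = highest replicate inhibition at or above 60% at 9 µM, even if other replicates fall short; inactive = all replicates below 60% inhibition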;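 also: 0% = neutral control wells and 100% = 4 µM acridine orange control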
Keap1-Nrf2 PPI: Keap1-Nrf2 protein-protein interaction inhibitors, primary screen, biochemical, fluorescence polarization, single point. Kelch-like ECH-associated protein 1 (Homo sapiens), Q14145. Keap1 Kelch-Nrf2 peptide fluorescence polarization, 1536-well. inhibition, % at 9.4 µM. 0.15% of 340,000 active. AID 504523, 2011; in the data active = inhibition above about 12%;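 also: human Keap1 Kelch domain with fluorescein labeled Nrf2 9mer peptide probe; 0% = neutral control wells and 100% = peptide positive control; higher means more block of Keap1 binding to Nrf2 peptide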
Target sequence (Q14145 whole entry, looked up, the tested form may be a part): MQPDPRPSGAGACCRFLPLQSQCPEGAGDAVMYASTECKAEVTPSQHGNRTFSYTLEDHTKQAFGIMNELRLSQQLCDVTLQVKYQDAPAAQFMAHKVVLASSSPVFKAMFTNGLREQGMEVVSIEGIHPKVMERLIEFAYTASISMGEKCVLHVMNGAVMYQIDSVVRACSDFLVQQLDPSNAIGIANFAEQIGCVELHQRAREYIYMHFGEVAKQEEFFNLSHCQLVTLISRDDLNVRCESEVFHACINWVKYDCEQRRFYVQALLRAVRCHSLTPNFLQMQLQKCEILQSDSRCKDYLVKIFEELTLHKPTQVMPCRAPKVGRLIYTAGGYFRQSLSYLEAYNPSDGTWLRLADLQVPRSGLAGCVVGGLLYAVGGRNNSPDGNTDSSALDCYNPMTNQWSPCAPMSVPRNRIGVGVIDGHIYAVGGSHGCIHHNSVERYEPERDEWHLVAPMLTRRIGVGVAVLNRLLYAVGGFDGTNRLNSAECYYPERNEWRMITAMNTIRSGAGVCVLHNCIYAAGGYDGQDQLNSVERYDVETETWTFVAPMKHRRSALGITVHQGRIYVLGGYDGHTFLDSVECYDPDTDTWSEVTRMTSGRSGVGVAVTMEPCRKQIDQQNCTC
NSD2 inh: NSD2 histone methyltransferase inhibitors, primary screen, biochemical, AlphaScreen, single concentration, set 2; inhibition, % at 12.5 µM; NSD2 peptide methylation, 120 min; 0.54% of 310,000 active; in the data active = inhibition above about 50%
An asterisk follows results filed as active; · = no result given. A portion of the library; rates above refer to the full screens.

SMILES | DAGLB inhibitor | CAL PDZ FP-1 | Cardiac RTF inh | DSG3 Ab inh | V-ATPase pHluor | Arr AP2 block | CAL PDZ FP-2 | C-LANA FP | Keap1-Nrf2 PPI | NSD2 inh
NC(=O)CSc1nnc(Cc2csc(Nc3ccccc3)n2)n1Cc1ccccc1 | 1 | -1.9 | 0 | 106 | -6 | 11 | -3 | 1.1 | -5 | -4
CCOc1ccccc1C1NC(=O)CCC1[N+](=O)[O-] (stereo not given) | 2 | -1.9 | -6 | 98 | -3 | 8 | -4 | -1.3 | 4 | -1
S=C(Nc1ccc(Oc2ccccc2)cc1)NC1CCCCC1 | -7 | -2.2 | -11 | 102 | 1 | 4 | -6 | 0.2 | 2 | 2
CCn1nc(NC(=O)C(C)C)c2cc3ccc(C)cc3nc21 | -2 | 1.6 | -9 | 92 | -1 | -5 | -2 | -0.4 | -6 | -4
CC(C)=NNC(=O)CN1C(=O)NC2NC(=O)NC21 (stereo not given) | -2 | -2.3 | -5 | 124 | -1 | -4 | 2 | -0.9 | 4 | 0
O=C(C1CC(=O)N(c2ccc(F)cc2)C1)N1CCCCC1 (stereo not given) | 3 | -2.9 | 11 | · | 1 | -12 | -7 | -1.4 | -2 | 0
CN(Cc1ccccc1)S(=O)(=O)c1ccc2[nH]c(=O)ccc2c1 | 1 | -0.9 | -3 | 105 | -2 | -1 | · | 1.8 | -2 | ·
CC(C)c1ccccc1NC(=O)CNCCOc1ccccc1F | -5 | -1.1 | -2 | 90 | 2 | -12 | -6 | -3.2 | -5 | 6
CC(C)C(NC(=O)c1ccco1)C(=O)OCc1cc([N+](=O)[O-])cc2c1OCOC2 (stereo not given) | 0 | -1.6 | -13 | 96 | -3 | 3 | -5 | -1.7 | -2 | 3
COc1cc(NC(=O)c2cccs2)ccc1NC(=O)c1ccccc1Cl | -1 | 52* | -7 | 99 | -4 | 15 | -8 | 0.5 | -1 | -5
Oc1ccc(-c2n[nH]c(C(F)(F)F)c2-c2ccccc2)c(O)c1 | · | 0.0 | · | 103 | 5 | 8 | 1 | -2.0 | 0 | ·
O=[N+]([O-])c1ccc(Oc2ccc(/C=N/O)cc2)nc1 | -1 | -1.0 | -3 | 100 | 1 | 10 | -5 | -0.2 | 5 | -1
Cc1ccc2nc3c(cc(C(=O)NCc4ccco4)c(=N)n3Cc3ccco3)c(=O)n2c1 | 2 | -0.1 | -11 | 103 | -1 | -9 | -2 | -1.4 | -5 | -8
CN(C)CCCNc1nc(-c2ccccc2)c2c(c1C#N)CC(C)(C)OC2 | 1 | -2.3 | 3 | 88 | -4 | -6 | -3 | 0.9 | -2 | 6
NS(=O)(=O)c1ccc(NC(=O)COC(=O)c2ccc(S(=O)(=O)N3CCOCC3)cc2)cc1 | 0 | -0.6 | -10 | 92 | -1 | -11 | · | 1.9 | -5 | -4
O=C(NCc1ccc2c(c1)OCO2)c1ccc(Cl)s1 | -1 | -1.9 | -3 | · | -5 | 33 | -1 | -0.2 | 1 | -1
COc1cc(C2CC(=O)Nc3c2c(=O)nc2c(C)cccn32)cc(OC)c1OC (stereo not given) | -3 | -1.2 | 3 | 105 | -5 | 6 | -4 | 3.8 | -1 | -2
CC(=O)c1ccc(N2CCN(C(=O)[C@H](C)NC(=O)c3ccccc3Cl)CC2)cc1 | -1 | -1.1 | 1 | · | -2 | 2 | 6 | 0.3 | -8 | 65*
COc1ccc(-c2onc(C)c2-c2ccc3c(c2)OCCO3)c(O)c1 | -7 | 0.9 | -6 | 99 | 1 | 6 | 5 | -0.3 | 5 | 1
Cc1cc(C(=O)N2CCN(C(c3ccccc3)c3ccccc3)CC2)no1 | -6 | 3.8 | 0 | 106 | -2 | -4 | -3 | -1.0 | -6 | 6
CCc1ccc(NC(=O)C(=O)NCCOc2ccccc2Cl)cc1 | -6 | -0.8 | -1 | 104 | 1 | 28 | 1 | 1.2 | -3 | -2
O=C(Nc1ccc(O)c(C(=O)O)c1)c1cccc(NC(=O)c2ccco2)c1 | 3 | 2.3 | 2 | 127 | 1 | 14 | -4 | -0.4 | -5 | -6
COC(=O)c1ccc(CNC(=O)CCC(=O)N2CCOCC2)cc1 | 2 | -0.6 | 3 | 113 | 8 | -1 | -1 | 0.9 | -7 | 1
CCOc1ccc(N2CC(C(=O)Nc3ccc(F)cc3F)CC2=O)cc1 (stereo not given) | -1 | -0.5 | -2 | 99 | 8 | 18 | -4 | 0.7 | -2 | -3
NC(=O)C1CCN(C(=O)c2ccccc2CCc2ccccc2)CC1 | -2 | 0.6 | -6 | 115 | 1 | 10 | · | -1.0 | 1 | 0
SMILES | DAGLB inhibitor | CAL PDZ FP-1 | Cardiac RTF inh | DSG3 Ab inh | V-ATPase pHluor | Arr AP2 block | CAL PDZ FP-2 | C-LANA FP | Keap1-Nrf2 PPI | NSD2 inh
O=C(c1ccc(C(F)(F)F)cc1)c1c[nH]c(C(=O)NCCCn2ccnc2)c1 | 1 | -1.4 | -5 | 102 | -5 | 9 | -5 | -0.1 | -3 | 2
Cc1ccc(NC(=O)N2CCCC2C(=O)Nc2ccc3c(c2)OCO3)cc1 (stereo not given) | 0 | -1.9 | -14 | 95 | -2 | 2 | -5 | -0.4 | -6 | 12
Cc1ccc(S(=O)(=O)CCSc2cccc(C(=O)O)c2)cc1 | 5 | -0.5 | -5 | 110 | -5 | 8 | 0 | -1.2 | -4 | -4
CC(C)(C)NC(=O)c1ccccc1NC(=O)c1ccc2c(c1)OCO2 | -11 | -1.4 | -3 | 103 | -1 | 1 | -5 | -1.4 | -3 | -1
CCCn1nc(C(=O)Nc2cccc(C(=O)OC)c2)c2ccccc2c1=O | -8 | -3.9 | 1 | 101 | 7 | -4 | -1 | -1.2 | -3 | -7
COc1cc(C(=O)NCc2ccco2)c(Br)c(OC)c1OC | -3 | -2.6 | -1 | 91 | -1 | 17 | 2 | 1.9 | 0 | ·
CC[N+](C)(CC)CCC/C(=N/O)C(O)(c1ccccc1)c1ccccc1 | · | · | · | 100 | 4 | -10 | · | · | · | 0
COc1cc(C(=O)OCC(=O)c2cc(C)n(CC3CCCO3)c2C)cc(OC)c1C (stereo not given) | -4 | -0.7 | -3 | · | -4 | 4 | -4 | -0.6 | 5 | 9
COc1cc2c(=O)n(CC3CCCO3)c(=O)n(CC(=O)Nc3cccc(Cl)c3)c2cc1OC (stereo not given) | 1 | · | -8 | 98 | -3 | -11 | -3 | 3.5 | -3 | -2
Cc1ccc(S(=O)(=O)N(C)CC(=O)Nc2ccccc2N2CCCC2)cc1 | 1 | -5.2 | -8 | 100 | 3 | 32 | -4 | 0.7 | -5 | 4
Cc1ccc(N(CC(=O)Nc2c(C)n(C)n(-c3ccccc3)c2=O)S(C)(=O)=O)c(C)c1 | -1 | 0.0 | 1 | 104 | 4 | 5 | · | -0.8 | -1 | -2
Cc1ccnc(SCCn2c(N3CCN(Cc4ccccc4)CC3)nc3c2c(=O)[nH]c(=O)n3C)n1 | -1 | -0.6 | -3 | 101 | -1 | 6 | -6 | -1.5 | 1 | ·
CC(=O)Nc1ccc(-c2csc(NC(=O)C3=COCCO3)n2)cc1 | 2 | -1.5 | -10 | 101 | 2 | -2 | -5 | -0.9 | -5 | 1
Cc1cc(C)c2c(n1)SCC(=O)N2CC(=O)Nc1cccc(Cl)c1 | 1 | -1.3 | -5 | 106 | 7 | -2 | · | 0.8 | -5 | ·
CC(NS(=O)(=O)c1ccccc1)C(=O)Nc1nccs1 (stereo not given) | 0 | -1.1 | -16 | · | 3 | 2 | -2 | 0.5 | -2 | -1
O[C@H]1COC2C1OC[C@@H]2O (stereo not given in full) | 1 | -0.7 | 15 | 116 | -2 | 1 | -2 | 2.2 | 3 | ·
CCOC(=O)C(CCCCP(=O)(c1ccccc1)c1ccccc1)(NC(C)=O)C(=O)OCC | 1 | -0.4 | 0 | · | -1 | -1 | -4 | 0.1 | -3 | 15
Oc1c(CN2CCOCC2)ccc(CN2CCOCC2)c1O | -1 | -0.8 | -3 | 93 | 0 | 3 | · | 9.7 | -6 | 2
O=C(COC(=O)c1ccc(NS(=O)(=O)c2ccc3c(c2)OCCO3)cc1)NC1CC1 | 2 | -1.5 | 5 | 94 | 0 | 25 | 0 | 1.9 | 1 | -1
CC1CCC2(CC1)NC(=O)N(CC(=O)NC1CCCCC1C)C2=O (stereo not given) | -1 | 0.7 | -3 | 93 | -4 | 43 | 33* | 1.6 | 0 | -1
Nc1cc(N)nc(SCC(=O)Nc2ccc3c(c2)OCO3)n1 | -3 | -2.0 | 2 | 97 | 1 | 24 | -7 | -1.8 | 5 | -4
COc1ccccc1N1CCN(C(=O)c2noc(C)c2[N+](=O)[O-])CC1 | -2 | 0.4 | -5 | 106 | -4 | 4 | · | 1.2 | -3 | 0
O=C(COc1ccc(Cl)cc1Cl)NCCCN1CCOCC1 | 2 | -3.2 | -5 | 105 | -1 | 2 | -4 | 0.7 | -3 | -2
Cc1cccc(NS(=O)(=O)c2cccc(C(=O)NCC3(N4CCOCC4)CCCCC3)c2)c1 | 1 | -0.8 | 4 | · | 0 | -3 | -2 | -1.3 | -1 | -1
CN1CCN(C(=O)/C(=C\c2ccccc2)c2ccccc2)CC1 | 5 | -1.3 | -6 | 109 | 1 | 5 | -5 | -1.1 | -5 | 13
CC(C)C(C(=O)NCC1CCCO1)N(CC1CCCO1)C(=O)CNS(=O)(=O)c1ccccc1 (stereo not given) | -3 | -1.8 | -30 | 92 | 1 | 22 | -3 | 1.4 | 0 | 0
O=C(COC(=O)c1ccccn1)NC1CCCCC1 | 2 | -0.4 | -5 | 96 | 4 | -5 | 0 | -1.8 | -6 | 5
COCCn1c(N)c(C(=O)c2cccc(S(=O)(=O)N3CCCCCC3)c2)c(=O)[nH]c1=O | 1 | -0.3 | -1 | 102 | -6 | -6 | · | 0.5 | -2 | 1

Entries listed so far that bear a hit mark in CAL PDZ FP-2:
SMILES | DAGLB inhibitor | CAL PDZ FP-1 | Cardiac RTF inh | DSG3 Ab inh | V-ATPase pHluor | Arr AP2 block | CAL PDZ FP-2 | C-LANA FP | Keap1-Nrf2 PPI | NSD2 inh
CC1CCC2(CC1)NC(=O)N(CC(=O)NC1CCCCC1C)C2=O (stereo not given) | -1 | 0.7 | -3 | 93 | -4 | 43 | 33* | 1.6 | 0 | -1
